# TRPC4 inh – TRPC4 (mouse) channel inhibition | Q9QUQ5 | HEK293 TRPC4beta/mu-opioid, DAMGO-evoked Fluo4 calcium flux; hits give low values | B-score at 10 µM | 0.39% of 300,000 active | AID 2247;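 active = B-score over 3 SD under the library average, no early fluorescence shift, positive overall ratio signal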
#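 Assay system – HEK293 line stably carrying TRPC4beta and mu-opioid receptor · Doses – single dose · Detection – Fluo4 calcium-dye fluorescence, kinetic read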
# HIF act – HIF pathway transcriptional activation; U2OS HRE-luciferase reporter, luminescence; normalized: DMSO 0%, desferrioxamine 100%; activation, % at 7.5 µM (by protocol); 0.32% of 300,000 active;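 active = mean activation of at least 10% of the iron chelator positive control signal, with at least half of replicates also reaching 10%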
# PolyA inh – yeast polyadenylation inhibition; calls only at 12 µM; 0.02% of 300,000 active; S. cerevisiae SKY197-pL101 polyadenylation reporter, beta-gal luminescence; efflux-impaired pdr1/pdr3 knockout yeast; score 100 = 6 SD above DMSO;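 active = lowest replicate activity score at least 50, where 100 means six control SD above control mean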;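 note: yeast exposed to compound for 9 h at 30 °C; higher score means more reporter readthrough which indicates perturbed polyadenylation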
# MrgX1 antag – blocks BAM8-22 activation of human MrgX1 receptor; MRGX1-HEK293 calcium flux, Fluo-4, BAM8-22 antagonism; hits give low values; B-score at 10 µM; 1.3% of 310,000 active; AID 588676;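 active = calcium-response B-score plate-corrected more than 3 library SD below zero, starting fluorescence within 5 deviations, no agonist response on first addition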;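 note: peak minus trough fluorescence over baseline after final BAM8-22 challenge near maximal dose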
# TRPC6 activator – activators of mouse TRPC6 channel | B-score at 10 µM | 0.13% of 310,000 active | HEK293-TRPC6 membrane potential dye fluorescence; hits give high values | AID 2550 | Q61143;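 active = B-score of the integrated fluorescence ratio above library mean plus 3 SD, and starting fluorescence ratio within library mean plus 5 SD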;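 note: higher score means more depolarization so channel activation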
# Target sequence (Q61143 whole entry, looked up): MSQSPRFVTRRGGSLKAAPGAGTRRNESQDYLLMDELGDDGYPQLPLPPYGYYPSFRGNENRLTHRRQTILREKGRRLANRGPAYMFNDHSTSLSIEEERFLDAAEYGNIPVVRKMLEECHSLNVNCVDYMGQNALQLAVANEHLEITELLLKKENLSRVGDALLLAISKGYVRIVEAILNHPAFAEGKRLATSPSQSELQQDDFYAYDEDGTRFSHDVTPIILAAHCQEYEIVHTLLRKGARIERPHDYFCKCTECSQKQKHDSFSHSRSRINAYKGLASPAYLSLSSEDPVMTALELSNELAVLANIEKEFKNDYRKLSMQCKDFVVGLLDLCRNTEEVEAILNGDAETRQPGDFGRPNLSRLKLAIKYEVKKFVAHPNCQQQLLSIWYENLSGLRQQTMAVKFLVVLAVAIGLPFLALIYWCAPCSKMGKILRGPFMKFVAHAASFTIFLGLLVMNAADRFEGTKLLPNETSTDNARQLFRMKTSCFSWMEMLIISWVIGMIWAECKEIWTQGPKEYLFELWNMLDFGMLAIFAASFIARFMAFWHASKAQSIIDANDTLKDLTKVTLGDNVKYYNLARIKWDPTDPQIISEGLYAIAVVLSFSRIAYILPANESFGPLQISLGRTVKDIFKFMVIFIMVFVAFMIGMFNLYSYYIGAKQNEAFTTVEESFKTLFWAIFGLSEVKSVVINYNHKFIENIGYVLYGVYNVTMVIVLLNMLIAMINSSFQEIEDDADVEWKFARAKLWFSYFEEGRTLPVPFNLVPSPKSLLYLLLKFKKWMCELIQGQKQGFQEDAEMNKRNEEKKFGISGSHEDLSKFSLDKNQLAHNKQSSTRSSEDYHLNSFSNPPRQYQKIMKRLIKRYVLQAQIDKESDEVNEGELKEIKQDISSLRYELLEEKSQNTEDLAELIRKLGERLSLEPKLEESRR
# AI-2 QS modul – modulators of Vibrio harveyi AI-2 quorum sensing system; Vibrio harveyi JMH597 AI-2 luminescence/OD600 ratio, 9 h; hits give low values; strain lacks LuxN and CqsS sensors; 0 = neutral-control median; activity change, % at 7.5 µM; 0.4% of 300,000 active; AID 2094; in the data active = activity change below about -75%, passing the limit was not always enough;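 note: luminescence divided by OD600 gain over 9 h not by final OD600 alone; inactives centre near 13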
# TRPC4 act – opens the mouse TRPC4 cation channel; Q9QUQ5; HEK293 TRPC4beta/mu-opioid, Fluo4 calcium fluorescence; hits give high values; B-score at 10 µM; 0.49% of 310,000 active; AID 2237;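 active = B-score above 5 SD of library B-scores, and initial fluorescence ratio not above library mean plus 5 SD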;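 note: positive B-score marks a calcium rise read as TRPC4 activation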
#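 Technique: kinetic Fluo4 calcium fluorescence; Test system: TRPC4beta and mu-opioid receptor HEK293 stable cells; Measure: B-scored integrated calcium fluorescence ratio; Benchmarks: low control buffer alone, high control maximal DAMGO; Schedule: 45 min room-temperature Fluo4 loading, 110 s read.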
# TRPC4 PAM – TRPC4 (mouse) allosteric potentiation; 0.42% of 310,000 active; Q9QUQ5; AID 2227; HEK293 TRPC4beta/mu-opioid, DAMGO EC20, Fluo-4 Ca2+ flux; hits give high values; B-score at 10 µM;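 active = B-score of calcium response area above 5 SD of library B-scores, with initial fluorescence ratio within 5 SD of library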;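 note: B-score of integrated fluorescence ratio over time as area under calcium response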
# MrgX1 PAM – human MrgX1 positive allosteric modulation, primary screen. Q96LB2. MrgX1-HEK293, Fluo-4 calcium flux, FDSS; hits give high values. B-score at 10 µM. 0.63% of 310,000 active. AID 588675;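 active = plate-corrected calcium response at least 3 library SD above typical, normal starting fluorescence, not activating the receptor alone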;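 note: compound read alongside a low EC10 to EC30 dose of BAM8-22 agonist; peak minus trough fluorescence over baseline measured at the second addition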
# MrgX1 agonist – agonists of human MrgX1 receptor; MrgX1-HEK293 cells, Fluo-4 calcium fluorescence, agonist mode; hits give high values; B-score at 10 µM; 0.44% of 310,000 active;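 active = calcium response B-score plate-corrected fluorescence ratio at least 3 library SD, with starting fluorescence B-score inside 5 SD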
#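 Material: MrgX1-expressing HEK293 cells / Dosing: compound as first of three additions / Incubation: overnight seeding, then 1 h dark dye loading / Signal: Fluo-4 NW calcium fluorescence / Evaluation: B-scored fluorescence response ratio / Benchmarks: positive and negative control wells on each plate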
# TRPC6 inh – blocks the mouse TRPC6 cation channel | HEK293-TRPC6, membrane potential dye, ACh-evoked depolarization; hits give low values | B-score at 10 µM | AID 2553 | 1.1% of 310,000 active | Q61143;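 active = B-score under library mean minus 3 SD, initial fluorescence not abnormally high, positive integrated signal ratio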;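 note: B-score derived from integrated fluorescence ratio over the kinetic read; more negative B-score means stronger inhibition of depolarization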
# Starred values were filed as active, the others as inactive; i = inactive; . = no result given; & = joins results of further samples.
SMILES,TRPC4 inh,HIF act,PolyA inh,MrgX1 antag,TRPC6 activator,AI-2 QS modul,TRPC4 act,TRPC4 PAM,MrgX1 PAM,MrgX1 agonist,TRPC6 inh
O=C(C(=O)N1CCN(c2ccc([N+](=O)[O-])cc2)CC1)c1cn(CC(=O)N2CCOCC2)c2ccccc12,i,-0.1,i,i,i,13.2,i,i,i,i,i
CCCOc1ccc(C2C(C(=O)c3ccco3)=C(O)C(=O)N2CCCn2ccnc2)cc1 (stereo not given),i,0.9,i,-7.47*,i,25.7,i,i,i,i,i
c1ccc(C2CC(c3cccs3)n3nnnc3N2)cc1 (stereo not given),i,-0.6,i,i,i,28.1,i,i,i,i,i
CC(C)(C)C(=O)Nc1nc2ccc(S(C)(=O)=O)cc2s1,i,2.5,i,i,i,42.4,i,i,i,i,i
Cc1cc(=O)c(C(=O)OC(C)C(=O)NC(N)=O)nn1-c1ccc(Cl)cc1 (stereo not given),i,0.7,i,i,i,-3.4,i,i,i,i,i
COc1ccc(-c2noc(C3CCCN(C(=O)CCc4ccccc4)C3)n2)cc1 (stereo not given),i,-0.1,i,i,i,15.5,i,i,i,i,i
Cn1c(=O)c2c(SCc3cccnc3)nc(C3CC3)nc2n(C)c1=O,i,0.3,i,i,i,6.9,i,i,i,i,i
CC(C)c1ccc(/C=N/NC(=O)c2ccccn2)cc1,i,0.1,i,i,i,-5.1,i,i,i,i,i
Cc1sc(NC(=O)c2sc3nc4c(C)cccc4cc3c2N)c(C#N)c1C,i,0.2,i,-6.2*,13.3*,45.9,i,i,i,i,i
CCOC(=O)Cc1csc(CC(N)=O)n1,i,-0.1,.,i,i,20.2,i,i,i,i,i
CS(=O)(=O)Nc1ccc(C2=NN(S(C)(=O)=O)C(c3ccc4c(c3)OCO4)C2)cc1 (stereo not given),i,6.3,i,i,i,10.4,i,i,i,i,i
O=C(Nc1cccc(C(=O)N2CCOCC2)c1)c1ccccc1,i,0.2,i,i,i,30.0,i,i,i,i,i
O=C(CN1C(=O)C2C3CCC(C3)C2C1=O)NCc1ccco1 (stereo not given),i,-1.0,i,i,i,20.0,i,i,i,i,i
Cn1c(SCc2nc(-c3ccc(Cl)cc3)no2)nnc1-c1cccs1,i,0.4,i,i,i,25.6,i,i,i,i,i
Cc1cc(C(=O)NNC(=S)NC(C)c2ccccc2)cs1 (stereo not given),i,0.5,i,i,i,19.4,i,i,i,i,i
O=C(NC1CCCCCC1)c1cccc(COCC(F)(F)F)c1,i,1.4,i,i,i,19.5,i,i,i,i,i
CCCC(=O)NCc1nc2ccccc2n1C,i,.,i,i,i,19.3,i,i,i,i,i
COCCNC(=O)c1cc2cc(Br)cc(Br)c2oc1=O,i,0.3,i,i,i,13.6,i,i,i,i,i
CCOC(=O)c1c(C)[nH]c(C)c1C(=O)COC(=O)/C=C/c1ccc(OC(F)F)cc1,i,0.0,i,i,i,7.6,i,i,i,i,i
c1cnc(-c2nnc3n2CCCCC3)cn1,i,0.1,i,i,i,25.0,i,i,i,i,i
O=C(NC1CCCC1)C(=O)N(Cc1cccnc1)C(C(=O)NCc1ccco1)c1ccccc1F (stereo not given),i,-0.1,i,i,i,14.4,i,i,i,i,i
COc1ccc(/C=C/C(=O)N[C@@H](C)C(=O)O)cc1,i,-0.3,i,i,i,5.9,i,i,i,i,i
COc1cc(/C=N/NC(=O)c2cccc(C)c2)ccc1OCC(=O)Nc1ccccc1,i,2.0,i,i,i,17.1,i,i,i,i,i
O=C(Cn1nc(C(F)(F)F)c2c1CCC2)Nc1ccccc1C(F)(F)F,i,1.8,i,i,i,31.7,i,i,i,i,i
CC12CCC(C(=O)NCCc3ccccc3)(OC1=O)C2(C)C (stereo not given),i,-0.3,i,i,i,12.1,i,i,i,i,i
Cc1cc(N2CCCC2)nc2c(C)cccc12,i,-0.5,i,i,i,-13.4,i,i,i,i,i
Cc1nn(C)cc1C1C(C#N)=C(N)N(c2cccnc2)C2=C1C(=O)CCC2 (stereo not given),i,0.0,i,i,i,12.1,i,i,i,i,i
C=CCn1c(C)csc1=Nc1ccc(C(C)=O)cc1,i,2.2,i,i,i,15.8,i,i,i,i,i
CN1C(=O)/C(=C/c2ccc(OCc3ccc(F)cc3)cc2)NC1=S,i,0.8,i,i,i,11.7,i,i,i,i,i
COc1ccc(Cl)cc1NC(=O)C(=O)N/N=C/c1cc(C)n(-c2ccc(C)cc2)c1C,i,.,i,i,i,40.8,i,i,i,i,i

# By substructure, the entries above with an aryl thioether with sulfur outside any ring
SMILES,TRPC4 inh,HIF act,PolyA inh,MrgX1 antag,TRPC6 activator,AI-2 QS modul,TRPC4 act,TRPC4 PAM,MrgX1 PAM,MrgX1 agonist,TRPC6 inh
Cn1c(=O)c2c(SCc3cccnc3)nc(C3CC3)nc2n(C)c1=O,i,0.3,i,i,i,6.9,i,i,i,i,i
Cn1c(SCc2nc(-c3ccc(Cl)cc3)no2)nnc1-c1cccs1,i,0.4,i,i,i,25.6,i,i,i,i,i

# Next section
SMILES,TRPC4 inh,HIF act,PolyA inh,MrgX1 antag,TRPC6 activator,AI-2 QS modul,TRPC4 act,TRPC4 PAM,MrgX1 PAM,MrgX1 agonist,TRPC6 inh
CN1CCN(c2ccc(CNC(=O)c3ccc4c(c3)OCCO4)cc2)CC1,i,0.8,i,i,i,22.1,i,i,i,i,i
Cc1ccc2[nH]c(C(=O)N/N=C/c3ccccc3C(=O)O)c(-c3ccccc3)c2c1,i,-25.4,i,i,i,22.8,i,i,i,i,i
C=CCc1cc(C)cc(C)c1OCCn1cncn1,i,1.2,i,i,i,11.9,i,i,i,i,i
N#Cc1cc2c(nc1SCc1cccnc1)CCCCC2,i,-0.7,i,i,i,32.5,i,i,i,i,i
CC1N=C2c3ccccc3N=C(SCc3cc(=O)n4cc(Cl)ccc4n3)N2C1=O (stereo not given),i,-0.6,i,i,i,12.1,i,i,i,i,i
CCN(CCS(=O)(=O)c1ccc(Cl)cc1)C(=O)Nc1ccccc1,i,-0.1,i,i,i,2.8,i,i,i,i,i
CN(C)C(=O)c1c(NC(=O)c2ccco2)sc2c1CCCCC2,i,0.0,i,i,i,6.4,i,i,i,i,i
COc1ccc(-c2cc(C(=O)NCCCN3CCOCC3)on2)cc1OC,i,0.1,i,i,i,10.7,i,i,i,i,i
CC(=O)NCCC(=O)Nc1ncc(S(=O)(=O)c2ccc([N+](=O)[O-])cc2)s1,i,-17.7,i,i,i,27.8,i,i,i,i,i
O=[N+]([O-])c1cccc(C2=NCCC(c3ccccc3)O2)c1 (stereo not given),i,0.1,i,i,i,3.3,i,i,i,i,i
Cn1c(SCC(=O)c2ccccc2)nnc1-c1ccc(O)cc1,i,1.2,i,i,i,6.0,i,i,i,i,i
COc1cccc(OCC(O)CN2CCN(c3ccccc3)CC2)c1 (stereo not given),i,1.6&1.4,i,i,i,5.2&16.3,i,i,i,i,i
Cc1nc(C2CC(=O)OC23CCCCC3)cs1 (stereo not given),i,0.0,i,i,i,11.8,i,i,i,i,i
CCCCN(Cc1cccs1)S(=O)(=O)c1ccc(-c2ccc(=O)[nH]n2)s1,i,0.0,i,i,i,11.8,i,i,i,i,i
O=C(c1ccc2ccccc2c1)N1CCc2ccccc21,i,4.8,i,i,i,.,i,i,i,i,i
COc1ccc(Br)cc1[C@H]1[C@H]2C=CC[C@@H](C)[C@@H]2C(=O)N1Cc1ccccc1,.,-1.0,i,.,i,10.8,i,i,.,.,i
Clc1cccc(CSc2nnc(-c3ccccn3)n2Cc2ccco2)c1,i,-0.4,i,i,i,36.3,i,i,i,i,i
N#CCCCCN1c2cccc3cccc(c23)S1(=O)=O,i,-2.7,i,i,i,1.2,i,i,i,i,i
O=C(OCN1C(=O)c2ccccc2C1=O)c1ccco1,i,-0.3,i,i,i,25.4,i,i,i,i,i
CCOC(=O)c1c(S(=O)(=O)N2CCCC2)c(C)n(C)c1C,i,47.6*,i,i,i,4.3,i,i,i,i,i
Cc1ccccc1C(=O)Nc1ccc(S(=O)(=O)N2CCN(C)CC2)cc1,i,0.0,i,i,i,-6.6,i,i,i,i,i
Cc1cc(C)c(S(=O)(=O)N2CCCOC2CNC(=O)C(=O)NCc2ccccn2)c(C)c1 (stereo not given),i,-0.9,i,i,i,5.9,i,i,i,i,i
O=C(CSC1CC(=O)N(CCc2ccccc2)C1=O)Nc1cccc(Cl)c1 (stereo not given),i,0.4,i,i,i,17.0,i,i,i,i,i
COc1ccc(CN(C)C(=O)c2cc(-c3ccccc3)nc3ccc(C)cc23)c(OC)c1OC,i,-0.1,i,i,i,20.9,i,i,i,i,i
Cc1nnc(SCC(=O)NC2CCCCC2)n1C1CCCCC1,i,0.1,i,i,i,16.7,i,i,i,i,i
Nc1nc(-c2ccccc2)c(-c2ccccc2)s1,i,2.4,i,i,i,6.1,i,i,i,i,i
O=C(O)CCS(=O)(=O)c1cc(Br)cc2c1N(C(=O)C1CC1)CC2,i,-0.1,i,i,i,11.5,i,i,i,i,i
Cc1nnc(SC(C)C(=O)NC2CCCc3ccccc32)n1-c1ccccc1 (stereo not given),i,-0.1,i,i,i,8.6,i,i,i,i,i
CCOC(=O)N1CCN(c2ncc(C(F)(F)F)cc2Cl)CC1,i,-0.3,i,i,i,18.4,i,i,i,i,i
CNc1ccccc1C(=O)OCC(=O)c1ccccc1,i,2.1,i,i,i,29.8,i,i,i,i,i
Cc1ccc(N/N=C(\C#N)C(=N)N2CCCCC2)cc1,i,2.8,i,i,i,21.6,i,i,i,i,i
CC(=O)Nc1ccc(OCCC[n+]2ccccc2)cc1,i,-0.5,i,i,i,16.3,i,i,i,i,i
COc1ccc(-n2ccnc2SCC(=O)NCc2ccco2)c(OC)c1,i,-0.7,i,i,i,6.7,i,i,i,i,i
COc1ccc(CN2C(=O)C(Cc3ccccc3)Nc3ncnc(N4CCc5ccccc5C4)c32)cc1 (stereo not given),i,1.6,i,i,i,31.9,i,i,i,i,i
CC(C)c1c(O)nc(SCC(=O)Nc2ccc3c(c2)CCC3)[nH]c1=O,i,-0.3,i,i,i,7.8,i,i,i,i,i
CCNC(=O)NC(=O)C(C)OC(=O)Cc1coc2cc3c(cc12)CCC3 (stereo not given),i,0.5,i,i,i,20.6,i,i,i,i,i
CCCNC(=O)C1CCN(S(=O)(=O)c2ccc3[nH]c(=O)ccc3c2)CC1,i,-0.1,i,i,i,20.3,i,i,i,i,i

# Source: PubChem

# Only part of the results is shown, so the mix of outcomes need not match the whole.
